# IEC-6 cytotox: IEC-6 cytotoxicity, counter-screen for KLF5 inhibitors | luminescence viability | 0.78% of 290,000 active | inhibition, % at 5 µM; in the data active = inhibition above about 22%;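 note: 0% = plate median of test compound wells and 100% = cytotoxic reference compound wells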
# HIF activator: HIF pathway transcriptional activation; U2OS HRE-luciferase reporter, luminescence; normalized: DMSO 0%, desferrioxamine 100%; activation, % at 7.5 µM (by protocol); 0.32% of 300,000 active; AID 1910;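 active = mean activation of at least 10% of the iron chelator positive control signal, with at least half of replicates also reaching 10%; inconclusive = mean and replicate majority disagree about reaching 10%; inactive = mean and most replicates under 10%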
# aSyn UTR inh: 5' untranslated region of α-synuclein, MLPCN primary screen. alpha-synuclein 5'UTR reporter, inhibitor activity. inhibition, % (tested at 7.5 µM). 0.82% of 300,000 active. AID 1813; in the data active = inhibition above about 60%; inconclusive = no clear call, values can overlap the other calls;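 note: H4 neuroglioblastoma cells stably carrying SNCA 5'UTR luciferase fusion; 0% = DMSO wells and 100% = positive control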
# Platelet DG rel: modulates dense granule release in human platelets | inhibition, %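 (compounds screened at 7.5 µM in platelet-rich plasma)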 | human platelet-rich plasma, SFLLRN dense granule ATP release, luminescence | 0.22% of 300,000 active;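 active = mean replicate score, as percent of positive control, at or above 50; inconclusive = mean below 50 but at least one replicate at or above 50; inactive = mean and every replicate below 50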
# KLF5 inh: inhibitors of KLF5 expression | DLD-1 KLF5 promoter-luciferase reporter, luminescence | 0.23% of 290,000 active | AID 1700 | inhibition, % at 5 µM;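 active = inhibition above a per-plate limit of that plate's mean compound inhibition plus 3 SD, cut at about 60% in these data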;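 note: 0% = DMSO wells and 100% = LY294002 at 200 µM; higher means less KLF5 promoter-driven luciferase light; inactives centre near -14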
# HDAC3 inhib: human HDAC3 inhibition. recombinant HDAC3, fluorogenic peptide/trypsin coupled, fluorescence. inhibition, % at 8.3 µM. 0.15% of 320,000 active. AID 2718; in the data active = inhibition above about 26%, passing the limit was not always enough; inconclusive = no clear call, values can overlap the other calls
# Target sequence (O15379 whole entry, looked up): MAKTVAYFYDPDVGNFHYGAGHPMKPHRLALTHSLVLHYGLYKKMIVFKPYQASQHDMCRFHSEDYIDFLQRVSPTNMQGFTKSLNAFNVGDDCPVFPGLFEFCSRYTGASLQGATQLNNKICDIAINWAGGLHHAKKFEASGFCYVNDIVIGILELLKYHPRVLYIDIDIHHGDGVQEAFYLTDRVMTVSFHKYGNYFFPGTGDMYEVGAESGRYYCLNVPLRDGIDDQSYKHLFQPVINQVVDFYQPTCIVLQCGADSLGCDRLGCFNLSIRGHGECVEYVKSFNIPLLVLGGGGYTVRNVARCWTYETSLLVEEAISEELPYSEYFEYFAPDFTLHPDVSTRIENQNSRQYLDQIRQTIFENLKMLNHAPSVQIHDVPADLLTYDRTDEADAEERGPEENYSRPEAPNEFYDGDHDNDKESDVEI
# HSP90 inh: HSP90 refolding inhibition in rabbit reticulocyte lysate. luciferase refolding luminescence, 3 h. inhibition, % at 5.6 µM. 0.91% of 290,000 active. AID 1789;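 active = inhibition above the screen-wide mean plus 3 SD, computed separately per campaign, cut at about 16% in these data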;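 note: 0% = DMSO wells and 100% = 60 µM geldanamycin wells; inhibitors lower the luminescence because luciferase stays unfolded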
# AI-2 QS mod: modulates the Vibrio harveyi AI-2 quorum sensing system. AID 2094. 0.4% of 300,000 active. Vibrio harveyi JMH597 AI-2 luminescence/OD600 ratio, 9 h; active compounds read low; strain lacks LuxN and CqsS sensors; 0 = neutral-control median. activity change, % at 7.5 µM; in the data active = activity change below about -75%, passing the limit was not always enough; inconclusive = no clear call, values can overlap the other calls;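 note: luminescence divided by OD600 gain over 9 h not by final OD600 alone; inactives centre near 13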
# HSF-1 act: increases HSF-1 driven luciferase reporter signal; NIH3T3-HGL HSF-1 luciferase reporter, MG132, 8 h; 100% = twice DMSO control signal; activation, % at 9 µM; 1.7% of 300,000 active; AID 504408;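 active = mean replicate activation of at least 50% with a set share of replicates each reaching 50%; inconclusive = only one of those two conditions met; inactive = mean below 50% and too few replicates reaching it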;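 note: 0% = median of the neutral control wells and 100% = twice that signal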
# HSF1 inhib: HSF1 inhibition. 0.77% of 300,000 active. activity change, negative = inhibition, % at 7.5 µM (by protocol). NIH3T3-HGL HSE-luciferase, MG132-induced, luminescence 8 h; active compounds read low. AID 2098;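 active = more than half of replicate wells show activity change below -50%, luminescence cut by over half; inconclusive = some wells, but at most half, below -50%; inactive = no replicate well below -50%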;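 note: luciferase reports HSF-1 transcriptional activity via heat shock element; 0% = median of DMSO wells and -100% = zero luminescence signal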
# Active calls of the source: *; ? = inconclusive; / = not tested or not shown.
Structure,IEC-6 cytotox,HIF activator,aSyn UTR inh,Platelet DG rel,KLF5 inh,HDAC3 inhib,HSP90 inh,AI-2 QS mod,HSF-1 act,HSF1 inhib
O=C(Nc1ccc(C(=O)N2CCN(c3ccccc3)CC2)cc1)C1=CSCCO1,1,-0.2,0,11,-44,-3,1,12,13,4
O=C1CCCC(O)=C1N=Nc1ccc2ncsc2c1,5,1.2,-51,-12,-14,0,0,29,28,20
CCC(C)(C)C1CCc2c(sc(N)c2C(N)=O)C1 (stereo unspecified),6,-1.6,24,35,-1,4,3,20,-11,-10
COC(=O)C(CSCc1ccccc1)NC(=O)CSc1nc(C)cc(=O)[nH]1 (stereo unspecified),6,0.1,-13,-5,-8,-6,2,26,-10,0
CCN1C(=O)C(CC(=O)Nc2ccc(OC)cc2)N(CCc2ccccc2F)C1=S (stereo unspecified),-4,0.1,11,-3,-9,-2,-1,-2,3,3
CCOC(=O)c1c(NC(=O)c2cccs2)sc(C(=O)N2CCOCC2)c1C,/,-0.2,14,0,/,-1,/,10,5,-1
Cc1ccc(Nc2cc(C(=O)NCCCN3CCOCC3)c3ccccc3n2)c(C)c1,-6,-0.2,-4,5,-6,-2,-6,8,-1,6
CCC(=O)Nc1nc2ccc(NC(C)=O)cc2s1,6,1.7,-54,1,-2,-6,0,19,12,11
Cc1ccc(/C=C(\C#N)C(=O)Nc2ccccn2)o1,2,3.2,-164,-4,-103,-1,-5,19,60*,37
COc1ccc(N2CCN(C(=O)c3ccc(Cl)c(S(=O)(=O)N4CCCC4)c3)CC2)cc1,1,-0.4,-8,0,-16,0,-3,3,-4,1
CN(C)c1ccc(NC(=S)N2CCN(c3ncc(C(F)(F)F)cc3Cl)CC2)cc1,-2,0.2,-24,0,-33,-7,-1,14,-7,-8
Cc1cc(NS(=O)(=O)c2ccc(NC(=O)c3ccc(Br)o3)cc2)nc(C)n1,1,0.0,4,0,-12,7,7,20,-2,-2
Cc1cccc(NCC(=O)NNC(=S)Nc2ccccc2)c1,-4,/,/,/,-37,3,-1,9,/,/
CC(Oc1cc(Cl)ccc1Cl)C(=O)N/N=C\c1ccnn1C (stereo unspecified),2,0.1,7,4,2,0,3,16,11,1
CS(=O)(=O)Nc1cccc(C2=NN(C(=O)c3cccc(F)c3)C(c3cccs3)C2)c1 (stereo unspecified),1,-27,19,-7,-9,-1,5,25,15,18
Cc1sc2ncnc(NCC3(N4CCOCC4)CCCCC3)c2c1C,1,0.0,13,-2,-45,/,-6,1,34,12
CN(/N=C/Cc1nnnn1-c1ccc(Cl)cc1)c1ccccc1,7,-0.2,12,2,-20,2,3,9,22,-7
CNC(=O)CN1C(=O)NC(Cc2c[nH]c3ccccc23)C1=O (stereo unspecified),1,-0.3,7,-4,6,/,-3,3,46,19
O=C(CSc1nncn1-c1cccnc1)Nc1cccc([N+](=O)[O-])c1,1,-0.3,3,17,0,-3,0,-3,-1,-7
C/C(=N\NC(=O)c1nn(C)c(C)c1Br)c1ccc(NC(=O)c2ccccc2F)cc1,0,1.7,-69,4,-187,7,4,-6,28,16
COc1ccc(S(=O)(=O)Nc2ccc(Cc3ccncc3)cc2)cc1C,6,-0.1,19,-6,-23,-1,4,28,0,0
CC(C)[C@@H](CSc1ccccc1)N1CCN(Cc2ccccc2)CCC1=O,5,-0.6,5,-1,-14,-3,-7,20,-2,-5
O=C(C[n+]1ccc(C(=O)NCCCO)cc1)c1cccc(Br)c1,1,0.0,-10,-4,1,-2,2,16,3,1
O=S(=O)(Nc1nc2ccc(S(=O)(=O)N3CCCCC3)cc2s1)c1ccccc1,-1,-0.3,-40,-6,-27,3,1,7,6,0
Cc1ccccc1OCc1nnc(SCC(=O)Nc2ccc3c(c2)OCO3)n1C,6,0.5,-7,-7,2,-14,-3,9,11,-2

# Other compounds follow:
Structure,IEC-6 cytotox,HIF activator,aSyn UTR inh,Platelet DG rel,KLF5 inh,HDAC3 inhib,HSP90 inh,AI-2 QS mod,HSF-1 act,HSF1 inhib
CCC(C)(C)NC(=O)C(c1ccc(F)cc1)N(Cc1ccc(OC)cc1)C(=O)c1cnccn1 (stereo unspecified),-8,1.0,-49,1,-32,-9,-4,17,12,15
CCNC(=O)COC(=O)c1cc(=O)[nH]c2ccccc12,-1,0.0,-3,4,-1,7,-1,26,0,-2
Cc1nnc2ccc(-c3ccc(NC(=O)c4ccc(Cl)nc4)cc3)nn12,-6,0.3,5,13,-5,-4,0,4,-3,-1
CCOc1cccc(=O)c2c(C)n(CC(=O)c3ccccc3)c(C)c12,-5,0.3,10,-3,-21,-12,0,3,10,3
CCc1nnc(NC(=O)c2ccc(S(=O)(=O)N(C)Cc3ccccc3)cc2)o1,16,-0.2,63*,-5,39,7,2,27,1,-1
O=C(COc1ccc(/C=N/NC(=O)C(=O)N2CCCCCC2)cc1)Nc1ccccc1Cl,-1,-0.3,-1,-3,-8,2,5,30,9,0
CCc1noc(C)c1C(=O)NNC(=O)COc1ccc(C)cc1,/,-0.3,-4,-1,/,-3,/,/,-12,-3
CC(=O)c1c(N2CCOCC2)nc(=S)n(Cc2ccccc2)c1C,-1,-0.6,-11,-3,-10,7,6,-4,-1,-10
CCOC(=O)N1CCN(S(=O)(=O)c2cc3c(cc2C)NC(=O)CO3)CC1,1,-0.7,-31,-1,18,3,2,-2,4,-3
COc1cccc(CC(=O)Nc2ccc(-c3csc(C)n3)cc2)c1,-2,0.8,-47,2,-27,0,-2,13,0,4
C=CCNC(=O)c1ccc2nccnc2c1,7,0.5,19,-5,1,-4,2,28,-13,-2
COc1ccccc1OCc1cc(-c2ccccc2)no1,4,3.9,-224,0,-80,6,-1,-65,53*,28
CC(=O)c1ccc(NC(=O)CSc2nnc(-c3ccco3)o2)cc1,0,2.1,-28,-5,-64,-3,0,34,9,-2
Cc1ccc(NC(=O)CN2CCc3ccccc3C2)cc1S(=O)(=O)N(C)C,-7,-0.3,17,0,-15,0,-1,-21,-1,-5
Cc1ccc(S(=O)(=O)N(C)CCCC(=O)Nc2cc(C)ccc2C)cc1,6,-0.3,17,-29,-6,2,2,14,21,0
COC(=O)c1ccc(OC)c(CSc2nnc(-c3ccc(C(C)(C)C)cc3)o2)c1,-4,1.5,14,9,-22,-4,-5,17,-6,0
CCN(c1ccccc1C)S(=O)(=O)c1cc2c3c(c1)CCC(=O)N3CCC2,-2,-0.1,7,5,-25,-2,-2,19,-1,-3
c1ccc(CNc2nc(-c3cccs3)nc3ccccc23)cc1,-2,0.4,4,11,5,/,1,22,1,9
CC1CCc2c(C(=O)NCc3cccnc3)csc2C1 (stereo unspecified),3,-0.7,-7,-3,-10,-1,-2,23,28,8
O=C(Nc1ccc(S(=O)(=O)Nc2ncccn2)cc1)C12CC3CC(CC(C3)C1)C2,-6,0.0,-9,-6,-14,/,2,14,3,3
CCO[C@@H]1OC(C(=O)N2CCN(Cc3ccccc3)CC2)=C[C@H](c2cn(C(C)=O)c3ccccc23)[C@H]1CCCO,-4,-0.6,4,15,8,-2,-1,5,-4,-2
COc1cc(N/C(=N/S(=O)(=O)c2ccccc2)c2ccccc2)ncn1,-4,3.3,-16,-2,-91,2,1,-1,0,4
Cc1onc(-c2ccccc2Cl)c1C(=O)NCc1ccccc1,3,-0.1,0,6,-4,2,4,19,-2,5
Cc1ccc(S(=O)(=O)N(C)CC(=O)O/N=C(\N)c2ccc([N+](=O)[O-])cc2)cc1,2,-1.0,0,0,-28,-1,-2,25,-22,-11
COc1nc(OC)nc(N2CCC(C(=O)NC3CC3)CC2)n1,8,0.1,-12,7,-5,-3,4,37,11,-7

# Later entries:
Structure,IEC-6 cytotox,HIF activator,aSyn UTR inh,Platelet DG rel,KLF5 inh,HDAC3 inhib,HSP90 inh,AI-2 QS mod,HSF-1 act,HSF1 inhib
C[C@H](NCc1c[nH]c2ccccc12)c1ccccc1,1,0.8,18,2,-29,3,-3,-1,-5,-9
Cc1cccc(-n2c(O)c(C=NCc3ccccn3)c3ccccc3c2=O)c1,-5,-0.5,5,-3,-17,8,2,23,-36,-23
CCc1cccc2c(C(=O)CSc3nnc(-c4ccncc4)n3C)c[nH]c12,2,0.4,-34,3,-2,2,-3,24,-2,-2
Cc1cc(NS(=O)(=O)c2ccc(NC(=O)CCCOc3ccc(Cl)cc3)cc2)no1,2,1.0,18,0,17,/,2,14,14,1
CC1CC2=C(NC(=S)NC2c2ccccc2F)/C(=C/c2ccccc2F)C1 (stereo unspecified),-8,-0.5,24,7,-19,4,1,17,2,-3
COc1cc(Br)cc(/C=C/c2ccc3cccc(O)c3n2)c1O,-11,-8.4,27,-2,-34,0,1,17,85*,63
CC(C)NC(=O)CCCn1c(=S)[nH]c2cc3c(cc2c1=O)OCO3,4,0.0,5,-1,-10,3,1,-4,30,-5
CCCc1[nH]n(-c2nc3ccccc3s2)c(=O)c1C=NCCCOC,-6,-0.1,-20,1,-2,4,2,13,-1,-1
Cc1ccc(NC(=O)CN(c2ccccc2)S(=O)(=O)N(C)C)cc1,6,-0.7,2,-1,-2,-2,0,18,16,0
CCCCC(CC)C(=O)NCCCN1CCN(CCCNC(=O)C(CC)CCCC)CC1 (stereo unspecified),2,0.2,-4,-2,-6,4,3,15,17,-5
CCc1nnc(NC(=O)CCc2ccccc2OC)s1,-3,-0.2,-15,-13,-38,1,3,4,19,-6
CN(C)CCNC(=O)c1csc(Nc2cccc3ccccc23)n1,-1,-34,?,-6,0,-1,-4,13,-2,4
CCOc1ccc(-n2cc(C(=O)Nc3cccc(OC)c3)c3cc(OC)c(OC)cc3c2=O)cc1,0,-1.2,28,0,-1,10,2,10,11,-1
Cc1c(C(=O)NC(C)c2ccccc2)c(-c2ccccc2)nn1-c1ccccc1 (stereo unspecified),-7,/,/,/,-35,0,-4,/,/,/
Cc1ccccc1CCNC(=O)C1CCCN(c2cnccn2)C1 (stereo unspecified),-6,0.2,1,-1,-30,/,3,14,-7,-7
C[C@H](N)c1nnc(SCC(=O)N(C)C)o1,2,-0.3,1,0,-33,-5,0,23,1,-11
Cc1ccc(NC(=O)CCNS(=O)(=O)c2ccccc2F)cc1S(=O)(=O)N1CCOCC1,/,-0.1,11,33,/,-2,/,3,25,4
C=CCn1c(SCc2ccccc2F)nc2cc(C(=O)O)ccc2c1=O,7,1.0,34,-3,16,2,-1,31,8,3
O=C(CCSCCC(=O)NCc1ccco1)NCc1ccco1,-2,0.2,-12,-7,-14,5,-1,/,-14,-2
Cc1ccccc1-c1ccc(Nc2ccc(N3CCOCC3)cc2)nn1,1,0.2,-8,1,-35,1,-2,-3,7,7
CCOC(=O)N1CCN(c2cc(NCCC(=O)O)c3c4c(onc24)-c2ccccc2C3=O)CC1,3,/,/,/,2,11,-1,/,/,/
O=S(=O)(/C=C/c1ccccc1)Nc1ccc(N2CCOCC2)cc1,-1,0.0,-3,-2,-36,0,5,25,/,/
O=C1CCN(S(=O)(=O)c2cccs2)c2ccc(C(F)(F)F)cc2N1,-10,-0.1,-20,1,-3,-10,-6,-1,1,-2
CCOC(=O)c1sc2nccc(OC)c2c1N=CN(C)C,0,-0.3,8,10,2,-3,0,9,-2,1
COCCN(C(=S)Nc1ccccc1C)C(C)c1cccs1 (stereo unspecified),0,-1.2,9,-6,10,-2,-5,7,-10,2
